Assay outcomes deposited in PubChem by several laboratories.
APP 5UTR inh: APP translation inhibition | SH-SY5Y APP 5'UTR-luciferase reporter, luminescence | inhibition, % at 2 µM | 190,000 tested, 0.82% active;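 active = inhibition above a set limit, derived from the sample mean plus 3 SD, cut at about 45% in these data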; note: values of inactives mirror those of a sister screen read the other way
NF-kB neuron act: raises NF-kB expression in human neuronal cells; 190,000 tested, 1.6% active; fold change at 12.5 µM; AID 1239; NF-kB reporter expression; stronger effect = higher value; in the data active = fold change above about 3.3
FLuc inh counter: counter-screen for luciferase assay inhibitors: firefly luciferase inhibition | 200,000 tested, 1.5% active | inhibition, % at 10 µM | ATPLite firefly luciferase biochemical luminescence, 10 min;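 active = inhibition above about 50% when tested at 10 µM, limit read from the data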
Target sequence (P08659 whole entry, looked up): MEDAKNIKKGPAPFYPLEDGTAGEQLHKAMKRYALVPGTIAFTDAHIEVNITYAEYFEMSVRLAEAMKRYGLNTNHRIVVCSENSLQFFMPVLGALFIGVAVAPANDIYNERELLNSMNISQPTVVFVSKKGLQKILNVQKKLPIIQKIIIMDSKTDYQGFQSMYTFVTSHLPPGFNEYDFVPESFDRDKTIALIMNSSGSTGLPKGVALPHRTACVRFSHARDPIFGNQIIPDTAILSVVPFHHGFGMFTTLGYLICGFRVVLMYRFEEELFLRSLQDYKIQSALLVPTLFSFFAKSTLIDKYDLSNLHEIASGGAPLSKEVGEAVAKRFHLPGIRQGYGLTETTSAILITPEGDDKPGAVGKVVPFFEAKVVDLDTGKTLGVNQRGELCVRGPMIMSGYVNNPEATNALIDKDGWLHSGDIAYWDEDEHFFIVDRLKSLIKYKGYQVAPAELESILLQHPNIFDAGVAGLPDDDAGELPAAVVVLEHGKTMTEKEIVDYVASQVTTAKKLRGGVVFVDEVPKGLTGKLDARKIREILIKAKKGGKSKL
G6PDH counter: counter-screen for G6PDH assay hits: L. mesenteroides G6PDH inhibition. Purified L. mesenteroides G6PDH, diaphorase/resazurin coupled fluorescence, 45 min. inhibition, % at 5 µM. 200,000 tested, 0.12% active. AID 1020; in the data active = inhibition above about 50%
FLuc stim CS: firefly luciferase counter-screen for stimulation assays | activation factor at 10 µM | ATPlite luciferase biochemical, luminescence, 10 min; 0 = ATP-free wells, 1 = DMSO control | 200,000 tested, under 10 active;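 active = luciferase activation factor, scaled between plate controls, of at least 2 with compound at 10 µM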
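test system = cell-free luciferase reagent | medium = PBS as buffer for the ATP substrate | dosing = test compounds dosed from 2 mM stocks in 100% DMSO | incubation = 10 min at ambient temperature | detection = luminescence measurement of luciferase light output | benchmarks = low control with PBS replacing ATP, high control enzyme plus ATP without compound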
HMGR II inh: E. faecalis class II HMG-CoA reductase inhibition | purified E. faecalis HMGR, NADPH absorbance 340 nm kinetic | inhibition, % at 10 µM | 190,000 tested, 0.41% active | AID 1066;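 active = inhibition above a set limit, the median over all tested compounds plus 3 SD, cut at about 9.5% in these data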;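 note: enzyme runs in reverse so mevalonate oxidation gives rising NADPH absorbance; 0% = complete reaction with DMSO and 100% = background rate lacking mevalonate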
DTT redox prof: compounds producing H2O2 with reducing agent – biochemical, NIH compound library profiling, artefact control for MLSCN library redox annotation, primary screen; DTT-dependent redox cycling H2O2, phenol red/HRP absorbance; 100% = 100 µM peroxide control, 0% = buffer; activation, % at 10 µM; 200,000 tested, 0.03% active; AID 878;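 active = activation of at least 50% relative to the plate's high and low controls in the primary single-dose screen; inactive = activation below 50%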;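 note: compound incubated with DTT at 0.8 mM final as the reducing agent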
APP 5'UTR act: activates APP 5'UTR luciferase reporter | SH-SY5Y APP 5'UTR luciferase reporter, luminescence; zero percent = DMSO vehicle wells | activation, % at 2 µM | 190,000 tested, 1% active;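 active = activation above a set limit, based on mean plus 3 SD of controls, cut at about 140% in these data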; note: values of inactives mirror those of a sister screen read the other way
Hsp70 activator: Hsp70 transcriptional activation, primary screen; HeLa Hsp70 promoter luciferase reporter, luminescence; scaled: vehicle 0, proteasome-inhibitor control 100%; activation, % at 10 µM; 200,000 tested, 0.04% active;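 active = activation above the mean across all tested compounds plus 3 SD, cutoff set per campaign, cut at about 5.5% in these data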;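 note: 100% = MG132 at 30 µM as the positive control and 0% = DMSO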
STAT1 activator: activators of IFN-gamma induced STAT1 signaling | NIH 3T3 STAT1-luciferase reporter, luminescence; 100% = IFN-gamma alone, no compound | activation (% of control), % at 5.5 µM | 200,000 tested, 2.6% active | AID 932;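 active = activation above the screen-wide mean activation plus 3 SD, cut at about 130% in these data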;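 note: raw ratio to IFN-gamma control signal so 100% means no change and 0% no light; values of inactives mirror those of a sister screen read the other way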
An asterisk follows results filed as active; / = not tested or not shown.

SMILES	APP 5UTR inh	NF-kB neuron act	FLuc inh counter	G6PDH counter	FLuc stim CS	HMGR II inh	DTT redox prof	APP 5'UTR act	Hsp70 activator	STAT1 activator
Cc1nc(CSc2nsc(C)c2C#N)cs1	-2	1.2	6	-2	0.9	-3	-0.4	2	-0.2	108
COc1cccc(C2CC(c3ccc(NS(C)(=O)=O)cc3)=NN2C(=O)c2ccccc2)c1OC (stereo unspecified)	-14	0.94	-6	1	1.1	3	-0.8	14	-0.2	106
CC(C)(C)NC(=O)CCC1COc2ccccc2O1 (stereo unspecified)	-19	1.2	-6	3	1.1	-4	0.1	19	-0.6	105
c1ccc(-c2ccccc2OCCN2CCCCC2)cc1	-16	0.99	-2	1	1	2	-0.2	16	-0.3	102
Cc1ccc(S(=O)(=O)N2CCCCC2)cc1NC(=O)COc1ccccc1F	-8	1	-3	8	1	3	-0.7	8	-0.1	100
Cc1ccc(C)c(NS(=O)(=O)c2cc(C(=O)NCc3ccco3)ccc2C)c1	10	1.1	-9	11	1.1	-3	0.3	-10	-0.3	101
CC1(C)Cc2cccc(OCC(=O)N3CCN(S(=O)(=O)c4ccc(F)cc4)CC3)c2O1	0	0.98	-7	-3	1.1	-2	-0.8	0	-0.2	95
Fc1ccc(/C=C2\CCCC3=C2Nc2ncnn2C3c2ccc(F)cc2)cc1 (stereo unspecified)	56*	0.28	-5	-1	1.1	-6	2.8	-56	-0.2	96
CCN(C(=S)Nc1cc(S(=O)(=O)N2CCOCC2)ccc1Cl)c1cccc2ccccc12	-11	1.1	0	10	1	-2	-0.1	11	-0.3	104
CCC(=O)NCc1c(C)c(C)n(Cc2ccccc2)c1-n1cccc1	15	0.98	-4	7	1	-1	-0.9	-15	0.0	98
CCOc1ccc(N2CC(C(=O)NCCN3C(=O)S/C(=C\c4ccc(OC)cc4)C3=O)CC2=O)cc1 (stereo unspecified)	-10	1	5	-33	1	-7	0.5	10	0.0	103
COC(=O)C1C(=O)c2c([nH]c(C(=O)OC3CCCC3C)c2C)CC1C (stereo unspecified)	-157	3	35	-15	0.6	-2	-0.3	157*	-0.2	138*
Nc1nnc(Cc2ccccc2)s1	3	1.2	-3	-2	1	-2	1.0	-3	0.1	97
CN(C)S(=O)(=O)N1CCC(C(=O)O)(c2ccccc2)CC1	-12	1.2	2	8	1	1	2.0	12	0.2	95
Cc1cc(C)c2c(c1)cc(C)c1nnc(SCC(=O)N3CCCc4ccccc43)n12	7	0.68	-4	-2	1	-1	0.1	-7	0.2	109
O=C(CCc1ccccc1)NNC(=O)c1ccco1	9	1.1	-1	16	1	-4	-0.8	-9	-0.4	106
COc1ccc(C2C=C(c3ccc(C)cc3)Nc3ncnn32)cc1 (stereo unspecified)	17	1.2	-5	6	1	-2	0.1	-17	0.1	115
Cc1ccc(C(=O)N/C(=C/c2ccco2)C(=O)NCCc2c[nH]c3ccccc23)cc1C	5	0.79	8	3	0.9	-4	-5.1	-5	-0.1	99
COc1ccc(N2CCN(C(=O)CSc3nnc4c(C)cc5ccccc5n34)CC2)cc1	-4	0.62	-8	-4	1.1	0	0.3	4	-0.4	102
COc1ccc(/C=C/C(=O)c2ccccc2O)cc1	-62	5*	42	12	0.6	-5	-0.5	62	0.4	113

Some of these compounds in order of molar mass, ascending:
SMILES	APP 5UTR inh	NF-kB neuron act	FLuc inh counter	G6PDH counter	FLuc stim CS	HMGR II inh	DTT redox prof	APP 5'UTR act	Hsp70 activator	STAT1 activator
Nc1nnc(Cc2ccccc2)s1	3	1.2	-3	-2	1	-2	1.0	-3	0.1	97
COc1ccc(/C=C/C(=O)c2ccccc2O)cc1	-62	5*	42	12	0.6	-5	-0.5	62	0.4	113
O=C(CCc1ccccc1)NNC(=O)c1ccco1	9	1.1	-1	16	1	-4	-0.8	-9	-0.4	106
CN(C)S(=O)(=O)N1CCC(C(=O)O)(c2ccccc2)CC1	-12	1.2	2	8	1	1	2.0	12	0.2	95

Going on with the list.
SMILES	APP 5UTR inh	NF-kB neuron act	FLuc inh counter	G6PDH counter	FLuc stim CS	HMGR II inh	DTT redox prof	APP 5'UTR act	Hsp70 activator	STAT1 activator
COc1cc(C(=O)OCC(=O)Nc2cc(C)on2)c([N+](=O)[O-])cc1OC	-20	0.93	-1	0	1	5	-0.1	20	-0.2	100
COc1ccc(N=C2SC(CC(=O)Nc3ccccc3)C(=O)N2Cc2ccco2)cc1 (stereo unspecified)	-3	0.53	-4	-1	1	-8	0.2	3	-0.3	94
CC1(C)Cc2ccccc2C(NNC(=O)c2ccccc2)=N1	11	1.2	-4	4	1	-2	-0.2	-11	-0.1	101
COC(=O)C1CCN(C(=O)COc2cc3sc(C)nc3c3sccc23)CC1	0	0.54	-11	14	1.1	-1	-0.3	0	0.1	87
Cc1[nH]c(=O)[nH]c(=O)c1S(=O)(=O)N1CCOCC1	7	1.2	-4	5	1	0	0.1	-7	-0.2	103
CCN1CCCC1CNc1ncnc2c1[nH]c1ccc(F)cc12 (stereo unspecified)	6	1.2	-2	10	1	2	0.1	-6	0.9	87
Cc1cc(Oc2ccccc2)nc(N)n1	4	1.3	-3	2	1	1	0.5	-4	-0.1	100
CC1CCCCN1S(=O)(=O)c1ccc(NC(=O)c2cccc(-n3cnnn3)c2)cc1 (stereo unspecified)	-4	0.72	-3	1	1	0	-0.8	4	-0.4	100
COc1ccc(-c2nnc(N(C)C(=O)c3ccno3)s2)cc1	-40	2.8	42	-4	0.6	0	1.0	40	-0.2	120
CN(C)C(=O)c1cn(N(C)c2ncc(C(F)(F)F)cc2Cl)c(=O)c2ccccc12	2	1	-8	8	1.1	0	-3.8	-2	-0.4	98
NS(=O)(=O)c1ccc(NC(=S)Nc2ccc(S(=O)(=O)N3CCCC3)cc2)cc1	-5	1.2	-1	4	1	-6	-0.8	5	-0.1	95
CCOC(=O)/C(C#N)=C1/C(=O)N(Cc2ccccc2)c2ccccc21	-13	1.2	-4	38	1	15*	-0.7	13	0.1	101
CC1(C)CN(c2ccc(CC#N)cc2)C1=O	9	1	1	-1	1	0	-0.1	-9	-0.1	103
CCCCCCNC(=O)CSc1nccn1Cc1ccccc1	17	0.93	-8	12	1.1	-4	0.1	-17	-0.2	94
N#Cc1c(SCC(=O)O)nc(-c2ccccc2)c2c1CCCC2	-4	1	-8	0	1.1	0	-7.6	4	-0.2	103
Cc1ccc(CN2CCN(Cc3c[nH]c4ccccc34)CC2CCO)o1 (stereo unspecified)	-13	1	-7	7	1.1	0	-0.6	13	0.4	99
COc1ccccc1CNS(=O)(=O)c1ccc2c(c1)oc(=O)n2C	20	0.92	-7	-4	1.1	4	-2.2	-20	/	/
COc1cccc(CNC(=O)C23CN(Cc4ccccc4)CC2C(c2ccc([N+](=O)[O-])cc2)=NO3)c1 (stereo unspecified)	17	1	-10	1	1.1	-8	20	-17	-0.1	102
C=Cn1cc[n+](CC(=O)C(C)(C)C)c1	7	1.1	-3	-4	1	-5	0.0	-7	-0.2	100
Cc1ccc2[nH]c(=O)c(CN(Cc3cccnc3)Cc3nnnn3CCN3CCOCC3)cc2c1	-7	1	-4	-9	1	-2	3.7	7	0.4	104
O=C(OCC(=O)N1CCN(c2ccccc2)CC1)c1ccccn1	14	1.1	-3	2	1	-1	-0.2	-14	-0.3	106
COc1ccc(Cl)cc1NC(=O)c1ccoc1C	5	1.4	-10	6	1.1	2	-1.5	-5	-0.3	103
COC(=O)CSc1nnc(-c2cccnc2)n1-c1cccc(OC)c1	16	1.1	-11	4	1.1	-1	-0.4	-16	-0.3	102
O=C(O)CCC(=O)N1CCN(c2cccc(Cl)c2)CC1	-3	1.6	-6	7	1.1	-4	-0.5	3	0.1	94
CCOC(=O)c1c(CC(C)C)csc1NC(=O)CCl	-7	0.84	-6	-2	1.1	-8	0.9	7	0.2	101
O=C(C1CCCN(S(=O)(=O)c2ccc(F)cc2)C1)N1CCCC1 (stereo unspecified)	1	0.88	-2	-2	1	-3	1.6	-1	-0.1	98
Cc1ccc(P(=O)(CC(=O)O)c2ccc(C)cc2)cc1	-4	0.99	-4	1	1	-9	1.4	4	-0.3	103
CC(C)C(=O)NCc1cc(-c2ccc(Cl)cc2)no1	-12	2.1	-3	6	1	-3	-0.6	12	-0.1	108
COc1ccc(C(CNC(=O)c2ccc(OCC3CCCO3)cc2)N2CCOCC2)cc1 (stereo unspecified)	10	1	-3	-19	1	0	2.3	-10	0.0	97
NC(=O)NOCc1c(F)cccc1Cl	0	1.1	2	9	1	-3	-1.2	-1	0.1	96
C=CCc1ccc(OCC(O)CN2CCC(Cc3ccccc3)CC2)c(OC)c1 (stereo unspecified)	4	0.74	-6	-5	1.1	-1	0.0	-4	-0.1	86
CN1CCN(NC(=O)c2cccc(F)c2)CC1	-5	0.99	-5	2	1	-1	3.5	5	-0.3	101
COCc1ccc(C(=O)N2CCCC(CCC(=O)NCc3ccccc3F)C2)o1 (stereo unspecified)	8	1.2	-5	9	1.1	-4	-1.2	-8	0.0	97
O=C1C2C3C=CC(CC3)C2C(=O)N1/N=C/c1c[nH]c2ccccc12 (stereo unspecified)	-33	1.8	52*	3	0.5	-3	-0.1	33	-0.4	137*
CCN(c1ccccc1)S(=O)(=O)c1ccc(Cl)c(C(=O)OCC(=O)c2[nH]c(C)c(C(C)=O)c2C)c1	0	1	-6	11	1.1	-1	-0.1	0	-0.3	93
CC1(C)CC(=O)C2=C(C1)Nc1ncnn1C2c1ccccn1 (stereo unspecified)	3	1.1	-3	-2	1	-3	1.9	-3	-0.3	102
O=C(Cc1ccccc1[N+](=O)[O-])NCc1ccc2c(c1)OCO2	-44	1.9	27	0	0.7	-8	-0.6	44	-0.1	110
CCCCC(=O)OCC(=O)c1[nH]c(C)c(C(C)=O)c1C	2	1.2	4	10	1	-5	-1.4	-2	-0.2	112
CCSc1nnc(NC(=O)[C@H](C)N2C(=O)C3CC=CCC3C2=O)s1 (stereo partly specified)	-8	1.2	-1	5	1	-4	-1.9	8	0.1	98
O=C(CSc1cccc2cccc(Cl)c12)NCc1cccs1	4	1.1	-2	-1	1	-3	0.4	-4	-0.2	107
COC(=O)c1cccc(-n2cnnn2)c1	-10	1.3	-10	5	1.1	-4	-0.8	10	-0.3	98
COC(=O)C1=C(C)N(c2ccc(S(N)(=O)=O)cc2)C(=O)C1	26	1.1	-6	6	1.1	-1	2.0	-26	-0.1	99
COc1ccc(-c2csc(NC(=O)c3cc(=O)c4ccccc4o3)n2)cc1OC	-11	1.2	1	-8	1	-4	-3.0	11	0.1	92
O=C(N/N=C/c1ccco1)c1cc(-c2ccccc2)n[nH]1	-6	1.6	7	4	0.9	2	0.3	6	-0.5	101
N#CCCNC(=O)Cn1c(COc2ccc(Cl)cc2)nc2ccccc21	9	1	14	-1	0.9	1	0.1	-9	-0.2	99
O=C(OCC(=O)N1CCc2ccccc21)c1cccnc1	-7	1.1	3	-5	1	-3	2.1	7	-0.2	100
COc1cccc(C2(O)CCN(CC(=O)NCC3CC3)CC2)c1	-12	0.95	-4	2	1	3	-0.3	12	-0.1	100
CC1Cn2c(nc(=O)c3c2NCN(CCc2ccccc2)C3)S1 (stereo unspecified)	5	1.3	-2	8	1	-1	-1.2	-5	-0.5	94
